SENP7 inh = blocks the human protease SENP7; actives 1.5% (n = 330,000); AID 434973; Q9BQF6; recombinant SENP7, Z-RLRGG-aminoluciferin luminescence, 40 min; inhibition, % at 5 µM;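 active = inhibition above about 50% at the single test dose, limit read from the data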;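 note: plate controls were DMSO with enzyme for no effect and no enzyme buffer wells for full effect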
SENP6 block = SENP6 protease inhibition | Q9GZR1 | actives 1.8% (n = 330,000) | inhibition, % at 10 µM | AID 2599 | Recombinant SENP6 catalytic domain, aminoluciferin luminescence;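 active = inhibition above about 50% at the single tested dose, limit read from the data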;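 note: plate controls were DMSO wells with enzyme for no effect and DMSO wells lacking enzyme for full effect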
UBC13 polyUb = human UBC13 polyubiquitination inhibition; P61088; actives 0.47% (n = 330,000); inhibition, % at 20 µM; UBC13 polyubiquitin chain formation, TR-FRET; in the data active = inhibition above about 45%, passing the limit was not always enough; inconclusive = no clear call, values can overlap the other calls
Target sequence (P61088 whole entry, looked up): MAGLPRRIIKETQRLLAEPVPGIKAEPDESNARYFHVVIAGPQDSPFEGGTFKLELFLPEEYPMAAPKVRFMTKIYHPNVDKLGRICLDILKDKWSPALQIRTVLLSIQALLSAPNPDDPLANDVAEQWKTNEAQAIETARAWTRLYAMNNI
SENP8 block-1 = inhibitors of human SENP8 protease; Q96LD8; purified SENP8, Z-RLRGG-aminoluciferin cleavage, luminescence; inhibition, % at 10 µM; actives 1.2% (n = 330,000); AID 2540; in the data active = inhibition above about 50%
HKDC1 inhibitor = HKDC1 (human) hexokinase inhibition | actives 0.16% (n = 340,000) | inhibition, % at 20 µM | recombinant HKDC1, G6PDH/diaphorase resazurin coupled fluorescence | Q2TB90;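 active = inhibition above about 35% when tested at 20 µM, limit read from the data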;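 note: plate controls were DMSO wells with enzyme for no effect and DMSO wells lacking enzyme for full effect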
Target sequence (Q2TB90 whole entry, looked up): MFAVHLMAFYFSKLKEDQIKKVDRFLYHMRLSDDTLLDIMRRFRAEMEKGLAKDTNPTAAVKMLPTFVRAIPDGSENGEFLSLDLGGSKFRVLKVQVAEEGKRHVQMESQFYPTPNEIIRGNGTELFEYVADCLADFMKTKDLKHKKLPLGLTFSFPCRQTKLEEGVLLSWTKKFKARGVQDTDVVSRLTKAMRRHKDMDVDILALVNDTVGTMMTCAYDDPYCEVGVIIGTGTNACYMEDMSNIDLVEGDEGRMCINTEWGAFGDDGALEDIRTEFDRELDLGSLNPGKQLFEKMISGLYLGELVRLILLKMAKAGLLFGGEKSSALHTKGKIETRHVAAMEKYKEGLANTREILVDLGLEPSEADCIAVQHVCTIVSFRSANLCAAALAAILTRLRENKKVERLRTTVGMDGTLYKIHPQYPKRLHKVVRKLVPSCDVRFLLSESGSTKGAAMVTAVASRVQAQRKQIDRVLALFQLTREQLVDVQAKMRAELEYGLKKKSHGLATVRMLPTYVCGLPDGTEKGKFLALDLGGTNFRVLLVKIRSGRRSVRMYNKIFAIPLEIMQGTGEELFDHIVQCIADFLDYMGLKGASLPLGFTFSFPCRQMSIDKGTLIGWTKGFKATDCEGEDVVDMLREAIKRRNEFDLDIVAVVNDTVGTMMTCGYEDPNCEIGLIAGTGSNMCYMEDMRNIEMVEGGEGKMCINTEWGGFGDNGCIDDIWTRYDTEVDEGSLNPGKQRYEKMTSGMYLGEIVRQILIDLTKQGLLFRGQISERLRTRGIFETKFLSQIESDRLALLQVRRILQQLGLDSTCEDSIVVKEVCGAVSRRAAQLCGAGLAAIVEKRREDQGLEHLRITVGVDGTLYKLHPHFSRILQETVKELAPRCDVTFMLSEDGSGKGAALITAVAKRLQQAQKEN
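Incubation: 90 min at room temperature in dark / Material: recombinant HKDC1 (HK5) hexokinase enzyme, produced in-house / Quantity: enzyme 5 µg/mL final / Compound: one dose of 20 µM, 1% DMSO / Reagent: glucose and ATP substrates / Buffer or medium: Tris pH 8.0 buffer with MgCl2, Tween-20, BSA, BME / Technique: resorufin fluorescence at 613 nm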
MIN6 prolif = MIN6 beta-cell proliferation induction; MIN6 cells proliferation, ATPlite luminescence, 48 h; cells starved in 0.2% serum; 100% = growth in 10% serum; proliferation, % at 10 µM; actives 0.29% (n = 330,000); AID 2380;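 active = compounds whose signal lies at least 3.5 SD above the mean of all wells on their plate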;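 note: 0% = DMSO-treated cells in low-serum medium and 100% = 10% serum control; some compounds called inactive have numbers as strong as hits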
PfG6PD inh = PfG6PD (Plasmodium falciparum) enzyme inhibition. PfGluPho enzyme, NADPH resazurin-diaphorase fluorescence. inhibition, % at 20 µM. actives 0.78% (n = 350,000). AID 504690;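 active = inhibition reaching at least a set limit at 20 µM in the primary screen, cut at about 59% in these data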;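 note: 0% = DMSO wells with substrate and 100% = DMSO wells lacking glucose-6-phosphate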
SENP1 FRET inh = blocks the human SENP1 SUMO protease catalytic domain; Q9P0U3; recombinant SENP1 catalytic domain, CyPet-SUMO1-YPet FRET cleavage; inhibition, % at 10 µM; actives 0.21% (n = 360,000); AID 624204;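 active = inhibition at least 30% at 10 µM, raw YFP signal under a set limit, fluorescence ratio 0.5 to 1.5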;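 note: 0% = enzyme with DMSO and 100% = no enzyme wells; some results filed as inactive read as strong as hits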
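system = hSENP1 catalytic domain, recombinant | reagent = SFCypet-SUMO1-SFYpet substrate at 25 nM | doses = one dose per compound, 10 µM, 0.5% DMSO | incubation = enzyme reaction for 50 min at room temperature, dark | measured by = FRET, CFP and YFP emission | controls = no-enzyme low, enzyme-DMSO high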
SENP8 block-2 = inhibitors of human SENP8 protease; Q96LD8; recombinant SENP8, Nedd8 substrate fluorescence; inhibition, % at 20 µM; actives 0.64% (n = 360,000); AID 602440; in the data active = inhibition mostly above about 40%, no sharp cut-off; inactive = mostly below about 27%
* = called active by the depositor; i = inactive; ? = inconclusive; nt = not tested or not shown. Random draw from the library (roughly 4% active in at least one column).

SMILES	SENP7 inh	SENP6 block	UBC13 polyUb	SENP8 block-1	HKDC1 inhibitor	MIN6 prolif	PfG6PD inh	SENP1 FRET inh	SENP8 block-2
COC(=O)c1cc(OC)c(OC)c(OC)c1[N+](=O)[O-]	1	-15	6	-1	4	-1	9	1	16
CC(C)=NNc1nc2c(c(=O)n(C)c(=O)n2C)n1C	-3	-1	-2	1	-1	-2	6	-1	26
CC(=O)c1ccc(OCC(=O)c2ccc(-c3ccccc3)cc2)cc1	2	-15	-2	-2	2	-2	4	0	19
CCc1noc(C)c1C(=O)OC(C)C(=O)Nc1cc([N+](=O)[O-])ccc1OC (stereo not drawn)	-7	-10	2	1	-8	1	17	0	12
Cc1ccccc1C(=O)NCC(=O)NNC(=O)c1cccc(Cl)c1	-2	2	1	9	-5	-1	-1	-1	10
O=C(O)COc1ccc(/C=N/NC(=O)c2ccc(-c3csc(Nc4ccc(Cl)cc4)n3)cc2)cc1	nt	nt	nt	nt	76*	nt	30	-4	-454
O=C(NNC(=O)C1CCN(c2ncccn2)CC1)c1ccc(F)cc1	-3	-8	3	2	-3	-1	17	1	-35
COc1ccc(CNC(=O)C(OC(=O)c2cccs2)C(C)C)cc1 (stereo not drawn)	-3	-20	0	-7	-5	0	1	1	5
O=C(O)c1cccnc1Sc1ccccc1	-3	-11	-4	-9	-11	0	-9	2	28
Cc1ccc(C(C[N+](=O)[O-])Sc2ccc(N)cc2)cc1 (stereo not drawn)	14	-1	3	4	4	-6	55	4	20
COc1cc2sc(-c3ccc(S(C)(=O)=O)cc3)c(C#CCO)c2cc1OC	-1	-23	3	-12	2	3	-14	1	i
Cc1c(NC(=O)c2cccc(NC(=O)Cc3ccc(F)cc3)c2)c(=O)n(-c2ccccc2)n1C	-10	-7	-6	-9	0	-1	-5	-2	2
CCN(C[C@H]1N[C@@](CC)(C(=O)OC)[C@H]2C(=O)N(C)C(=O)[C@@H]12)S(=O)(=O)c1ccccc1	6	24	2	9	4	2	-13	-1	12
CC(=O)Nc1cccc(C(=O)N2CCN(S(=O)(=O)c3ccc4ccccc4c3)CC2)c1	4	-13	4	3	3	-1	-2	4	10
O=C(CSc1ccc(Cl)cc1)N1CCCC1	-1	-6	-3	2	-9	-2	-1	1	0
CC(=O)Nc1ccc(S(=O)(=O)NC(CC(=O)N(C)Cc2ccccc2)C(C)C)cc1 (stereo not drawn)	8	-4	0	-4	-8	0	-18	2	17
COc1cccc(-n2c(SC3CCOC3=O)nc3ccccc3c2=O)c1 (stereo not drawn)	3	1	6	1	-9	0	29	0	7
CCOC(=O)c1c(C)nc2sc(C(N)=O)c(N)c2c1-c1ccccc1	-12	-4	9	-9	4	-1	-14	8	-23
COc1ccc(C(CNC(=O)COc2ccc([N+](=O)[O-])cc2)N2CCCCC2)cc1 (stereo not drawn)	2	5	-8	6	-6	6	11	1	14
CCOc1ccc(NCc2ccccc2OCc2cccc(F)c2)cc1	3	18	-6	0	10	-6	28	3	-120
COc1nc(-c2ccccc2)cc(-c2ccc3c(c2)OCO3)c1C#N	3	-38	29	-2	-2	0	-12	0	-410
Cc1cccc(N2CCN(S(=O)(=O)c3cn(C)cn3)CC2)c1C	11	-2	4	-1	-4	3	-11	4	18
COc1ccc([N+](=O)[O-])cc1NC(=S)NC(=O)C(C)(C)C	2	-1	13	2	16	0	-8	-2	40*
COc1cc(OC)c(-c2noc(C(=O)OC(C)(C)C)c2C(=O)OC(C)(C)C)c(OC)c1	-9	4	-2	-4	0	0	21	3	3
CCOC(=O)c1c(NC(=O)COC(=O)Cn2c(C(F)(F)F)nc3ccccc32)sc(C)c1C	5	-13	1	2	2	-1	19	2	-13

Given comma-delimited: entries from further up
SMILES,SENP7 inh,SENP6 block,UBC13 polyUb,SENP8 block-1,HKDC1 inhibitor,MIN6 prolif,PfG6PD inh,SENP1 FRET inh,SENP8 block-2
COc1ccc(CNC(=O)C(OC(=O)c2cccs2)C(C)C)cc1 (stereo not drawn),-3,-20,0,-7,-5,0,1,1,5
CC(=O)c1ccc(OCC(=O)c2ccc(-c3ccccc3)cc2)cc1,2,-15,-2,-2,2,-2,4,0,19
COc1cccc(-n2c(SC3CCOC3=O)nc3ccccc3c2=O)c1 (stereo not drawn),3,1,6,1,-9,0,29,0,7
CCOC(=O)c1c(C)nc2sc(C(N)=O)c(N)c2c1-c1ccccc1,-12,-4,9,-9,4,-1,-14,8,-23

New compounds follow:
SMILES	SENP7 inh	SENP6 block	UBC13 polyUb	SENP8 block-1	HKDC1 inhibitor	MIN6 prolif	PfG6PD inh	SENP1 FRET inh	SENP8 block-2
CC(C)=CCC/C(C)=C/CNC(=O)C[C@H]1C[C@H](C(=O)N2CCOCC2)[C@@]2(C)c3[nH]c4ccc(Cl)cc4c3CCN2C1=O	6	nt	nt	nt	1	nt	36	-1	1
COCC(=O)NCc1nc2ccccc2n1Cc1ccccc1F	-8	-1	-5	-6	1	1	-4	0	24
CCn1c(=N)n(CC(O)c2cccs2)c2ccccc21 (stereo not drawn)	-2	8	7	4	-7	-1	-2	2	10
CCOc1ccc(/C=C/C(=O)Nc2ccccc2C(F)(F)F)cc1	30	14	10	-1	15	-2	-7	0	-8
O=C(O)c1ccccc1SC1CC(=O)N(c2ccccc2)C1=O (stereo not drawn)	12	8	-4	3	-4	0	-8	4	32
CC(C)CC(NC(=O)c1cccc(Cl)c1)C(=O)O (stereo not drawn)	-5	-3	-1	-3	-5	-2	-7	-1	3
Cc1ccc(-c2nc(CC(=O)Nc3cccc(S(=O)(=O)NC4=NCCC4)c3)cs2)cc1	5	5	-8	0	2	-2	-11	-3	-11
O=C(NC1CC1)C1=C[C@H](c2ccc(C(F)(F)F)cc2)C[C@H](OCCCCO)O1	5	10	-2	7	-1	1	-1	-1	6
NC(=O)c1ccc(NC(=O)CCCc2nc(-c3ccccc3Cl)no2)cc1	-3	-11	-14	-1	10	-4	-8	0	4
O=C(NC1CCCc2ccccc21)c1ccccc1OC(F)F (stereo not drawn)	5	0	7	5	-7	-1	-13	0	2
CCCCNc1nc(N(C)c2ccccc2)nc(-n2ccnc2)n1	-2	-16	4	1	0	-5	3	1	4
O=c1oc2ccc3ccccc3c2cc1-c1nnc(-c2cccs2)o1	-7	-18	-2	-3	-1	0	-17	-26	-421
N#Cc1c(-n2cccc2/C=N/O)sc2c1CCCC2	-9	11	-1	-8	0	0	-11	2	18
Cc1cc(C)nc(-n2ncc3c2CC(c2cccc(Cl)c2)CC3=O)n1 (stereo not drawn)	4	10	-2	0	5	1	-5	2	-30
CC(OC(=O)c1ccc2c(=O)n3c(nc2c1)CCCCC3)C(N)=O (stereo not drawn)	-5	-11	-14	-4	-7	-2	-15	-1	-9
COc1ccc(CCN2C(=O)CN=C2Nc2ccc(F)cc2)cc1OC	8	4	-1	-9	-11	-1	5	2	3
COc1ccc(N2CCN(c3cc(C)c4ccc(C)cc4n3)CC2)cc1	-2	-4	-1	-18	1	-3	12	-2	-227
COc1ccc(CNC(=S)Nc2cc(C)cc(C)c2)cc1	6	-2	6	0	1	-3	1	1	14
CCCn1nc2ccccc2c1P(=N)(N1CCOCC1)N1CCOCC1	3	-10	2	2	16	3	10	1	17
O=C(N/N=C/c1cc([N+](=O)[O-])c(N2CCOCC2)cc1N1CCOCC1)c1cccnc1	4	-19	-34	-3	-7	-1	1	1	18
O=C1CCC(c2ccccc2)(c2ccccc2)CC1	-10	7	0	-2	-2	-6	-9	2	11
COc1cccc(/C=C(/C(=O)OCC(=O)NCC2CCCO2)c2ccccc2)c1 (stereo not drawn)	3	13	0	0	6	1	-10	3	4
O=C(Nc1cccc(F)c1)Nc1ccc2c(c1)C(=O)OC2	-1	-2	7	-6	-1	0	11	3	33
Cc1ccccc1C(=O)NC1CCN(CC(=O)Nc2ccc(N(C)C)cc2)CC1	7	-13	-5	-8	-6	-3	3	0	5
COc1cccc(-n2c(=S)[nH]c3c(oc4ccccc43)c2=O)c1	2	-5	?	3	-1	-3	23	3	13
SMILES	SENP7 inh	SENP6 block	UBC13 polyUb	SENP8 block-1	HKDC1 inhibitor	MIN6 prolif	PfG6PD inh	SENP1 FRET inh	SENP8 block-2
Cc1ccccc1-c1nc(CS(=O)CC(=O)NCc2ccc3c(c2)OCO3)c(C)o1 (stereo not drawn)	-5	9	8	3	-2	6	-10	-3	-8
CC(=O)Nc1cccc(N=NN2CCOCC2)c1	4	-1	2	7	10	-1	5	1	12
CCc1nc2ccc(C(=O)N3CCN(c4ccccc4F)CC3)cc2nc1CC	1	9	-5	3	-1	1	-2	2	5
COc1ccc(-c2cc(=O)c3c(O)cc(O)cc3o2)cc1	85*	84*	-2	68*	-4	-4	-16	2	25
CC12CCC(C(=O)N3CCc4ccccc43)(CC1=O)C2(C)C (stereo not drawn)	10	7	3	-1	5	-2	8	2	18
Cc1ccc(S(=O)(=O)NCC(=O)N2CCCC2C(=O)O)cc1 (stereo not drawn)	4	23	5	4	-5	-4	3	2	9
CCOc1ccc(NC(=O)C(=O)NCc2ccncc2)cc1	-8	-6	6	3	3	1	-9	-1	3
COc1ccccc1NC(=O)CSc1nnc(Cc2cccn2C)n1-c1ccc(F)cc1	48	-9	10	-11	-2	-1	5	0	-9
CCCCOc1ccccc1C(=O)N(Cc1ccc(C)o1)C1CCS(=O)(=O)C1 (stereo not drawn)	12	-11	-2	-3	-4	1	7	2	0
CCOc1ccccc1CNC(=O)C1CCN(c2nn3c(=O)cc(C)nc3s2)CC1	-18	-17	-2	-6	-3	-3	-7	-2	0
CC(=O)c1ccc(NC(=S)NCCc2ccccn2)cc1	5	-7	8	-11	-10	-1	5	-3	8
CC(Nc1cccc2ccccc12)C(=O)N/N=C/c1ccc([N+](=O)[O-])cc1 (stereo not drawn)	46	81*	-43	4	15	-4	22	3	-40
Cc1cccc2sc(N(CCCN(C)C)C(=O)c3ccco3)nc12	0	-5	-6	-4	-3	-3	-2	-2	-2
CCc1ccc(NC(=O)c2ccc(S(=O)(=O)NCc3cccnc3)cc2)cc1	-16	-6	-6	-9	0	-5	-3	1	13
NC(=O)c1ccc(NC(=O)COC(=O)c2ccc3c(c2)OCO3)cc1	-1	-2	5	4	-5	7	1	3	8
O=C(COC(=O)c1cc([N+](=O)[O-])ccc1N1CCOCC1)Nc1ccc(Cl)cn1	6	1	5	-4	-1	1	16	-6	10
C=CCOc1ccc(CNc2ccc3[nH]c(=O)[nH]c3c2)cc1OCC	-3	-18	-17	-5	7	-4	56	-21	-187
COc1cc(NC(=O)CC2NCCNC2=O)cc(OC)c1 (stereo not drawn)	-10	-12	1	-6	-10	3	-7	1	22
O=Cc1ccc(C(=O)OCC(=O)NCc2ccco2)cc1	-12	0	-21	-12	-4	-3	15	2	-7
O=C(O)C1Oc2ccccc2C1c1ccccc1 (stereo not drawn)	nt	nt	nt	nt	-3	nt	-6	-1	2
COc1ccc(/C=C(\NC(=O)c2ccccc2)C(=O)OCC2CCCN3CCCCC23)cc1OC (stereo not drawn)	8	-4	-1	-1	-9	-4	1	-15	-22
Cc1ccc(-c2nn(CC(=O)Nc3ccc4c(c3)nc3n4CCOC3)c(=O)c3ccccc23)cc1	2	-11	-7	6	-7	-3	-5	0	-3
COc1ccc(N(Cc2cc3cc(OC)ccc3[nH]c2=O)C(=O)C2CCCO2)cc1 (stereo not drawn)	-1	-9	6	0	-3	-1	10	-1	i

High-throughput results (PubChem BioAssay)
